SARS 3CLpro inh: SARS-CoV 3CLpro protease inhibitors, primary screen, biochemical, quenched FRET. Replicase polyprotein 1ab (Severe acute respiratory syndrome coronavirus), P0C6X7. recombinant SARS-CoV 3CLpro, quenched FRET peptide cleavage. AID 1706, 2009. hit rate 0.14% among 290,000. inhibition, % at 6 µM; in the data active = inhibition above about 12%
BioA inh: M. tuberculosis BioA enzyme inhibitors, primary screen, biochemical, plate reader, single point, HTS | hit rate 0.096% among 360,000 | AID 602481, 2012 | purified M. tuberculosis BioA enzyme | inhibition, % at 9.99 µM; in the data active = inhibition above about 40%
Mtb FBA inh: Mtb FBA enzyme inhibitors, primary screen, biochemical, fluorescence, strain H37Rv | Fructose-bisphosphate aldolase (Mycobacterium tuberculosis (strain ATCC 25618 / H37Rv)), … | purified M. tuberculosis FBA, fluorescence read-out | inhibition, % at 1 µM | hit rate 2.3% among 360,000 | AID 588726, 2011; in the data active = inhibition above about 27%;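 also: 0% = vehicle and 100% = reference inhibitor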
MazF activator: activators of E. coli MazEF toxin-antitoxin RNase, primary screen, biochemical, fluorescence, uHTS; hit rate 0.32% among 350,000; activation, % at 20 µM; FAM/BHQ RNA-DNA oligo cleavage fluorescence, 5 h; AID 504720, 2011; Endoribonuclease toxin MazF (Escherichia coli (strain K12)), P0AE70; in the data active = activation above about 50%
Target sequence (P0AE70 whole entry, looked up): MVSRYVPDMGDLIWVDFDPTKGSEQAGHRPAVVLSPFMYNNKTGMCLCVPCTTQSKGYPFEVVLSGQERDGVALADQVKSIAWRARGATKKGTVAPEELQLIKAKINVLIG
Mtb UGM inh: M. tuberculosis UGM enzyme inhibitors, primary screen, biochemical, fluorescence polarization, single point. UDP-galactopyranose mutase (Mycobacterium tuberculosis (strain ATCC 25618 / H37Rv)), …. purified UGM, fluorescence polarization probe displacement. inhibition, % at 10 µM. hit rate 0.06% among 320,000. AID 504406, 2011; in the data active = inhibition above about 10%, passing the limit was not always enough
BH1578 lux ind: inducers of Vibrio cholerae quorum light production without autoinducers, primary screen, BH1578 luxS cqsA deficient, single point | V. cholerae BH1578 lux reporter, luminescence, 6 h | activation, % at 18.7 µM | hit rate 0.16% among 350,000; in the data active = activation mostly above about 9.7%, no sharp cut-off; also: not every result past the cut was called active; inactives centre near 0; reference of the scale not given here
VHR inh abs: VHR1 phosphatase inhibitors, primary screen, biochemical, absorbance, uHTS. Dual specificity protein phosphatase 3 (Homo sapiens), P51452. recombinant VHR phosphatase, pNPP absorbance. inhibition, % at 13.3 µM. hit rate 0.52% among 290,000; in the data active = inhibition above about 50%; also: some compounds called inactive have numbers as strong as hits
Target sequence (P51452 whole entry, looked up): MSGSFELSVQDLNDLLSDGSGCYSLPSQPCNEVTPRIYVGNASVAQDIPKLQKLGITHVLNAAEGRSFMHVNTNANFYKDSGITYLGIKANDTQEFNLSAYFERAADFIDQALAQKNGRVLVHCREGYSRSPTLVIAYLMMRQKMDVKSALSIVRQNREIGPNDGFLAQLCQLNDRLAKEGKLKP
Rv3671c protease: Rv3671c serine protease inhibitors, primary screen, biochemical, fluorescence polarization, M. tuberculosis H37Rv; inhibition, % at 5.96 µM; hit rate 0.048% among 320,000; AID 2606, 2010; in the data active = inhibition above about 38%;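 also: extracellular domain of Rv3671c used as enzyme; 0% = enzyme with DMSO and 100% = no enzyme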
SSB-PriA inh: inhibitors of Klebsiella pneumoniae PriA binding to SSB C-terminal tail, primary screen, biochemical, AlphaScreen; AlphaScreen SSBct-PriA binding, biotinylated peptide; inhibition, % at 33 µM; hit rate 0.6% among 430,000; in the data active = inhibition mostly above about 37%, no sharp cut-off; inactive = mostly below about 20%;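 also: plate controls were negative control peptide for no effect and reference peptide for full effect; strong numbers were not always called active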
GDH-TPI counter: GDH-TPI coupling enzyme inhibitors, primary screen, artefact control for M. tuberculosis FBA inhibitor project, biochemical, absorbance, full deck | GDH-TPI coupled enzyme counterscreen, NADH absorbance | inhibition, % at 4.8 µM | AID 588335, 2011 | hit rate 1.2% among 360,000; in the data active = inhibition above about 30%;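 also: 0% = DMSO wells and 100% = wells lacking the enzyme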
* hit, by the source's call; i = inactive; x = not tested or not shown.

SMILES,Mtb UGM inh,BioA inh,Mtb FBA inh,Rv3671c protease,SARS 3CLpro inh,BH1578 lux ind,MazF activator,SSB-PriA inh,GDH-TPI counter,VHR inh abs
CCCNC(=O)C1(C)CCCN(CCOc2ccccc2)C1 (configuration not stated),x,1.7,-3,x,x,-0.2,x,x,-3,x
Cc1cc(C)c(S(=O)(=O)c2ccccc2C)c(Cl)n1,-1.1,-0.1,0,-2,-6,1.4,0,-95,4,29
COc1ccc(OCC(=O)NNC(=O)CCc2ccccc2)cc1,1.8,0.0,0,7,2,-0.2,10,-21,8,12
CS(=O)(=O)N(CC(=O)NCc1ccco1)c1ccccc1Cl,-2.6,-1.8,1,5,-5,x,-5,-8,0,13
Cc1ccc(C)c(OCC(O)CN2C(C)CCCC2C)c1 (configuration not stated),-0.4,-1.4,1,4,-6,-0.7,5,-18,0,-12
Cc1ccc(C(OCC(O)CNCc2ccc(F)cc2)c2ccccc2)cc1 (configuration not stated),-0.4,3.5,3,0,2,i,11,-3,6,14
CN(C)CCCN(C(=O)C1COc2ccccc2O1)c1nc2ccc(F)cc2s1 (configuration not stated),1.5,x,3,1,1,-0.5,7,-11,-10,11
Cc1ccc(S(=O)(=O)NC(=O)Nc2cc(C(C)(C)C)on2)cc1,1.2,0.6,2,4,1,-0.4,3,-2,4,24
Cc1cc(C)c2[nH]c3nc(SCC(=O)O)nnc3c2c1,-0.1,3.4,0,-6,-6,i,5,-12,19,9
C=CCN1C(=O)C(O)(CC(=O)c2ccco2)c2cc(Br)ccc21 (configuration not stated),-2.7,-1.6,4,4,5,-0.6,-6,9,-1,6
CCOC(=O)N1CCN(C(=O)c2ccc3c(=O)n(Cc4ccc(Cl)cc4)c(=S)[nH]c3c2)CC1,4.2,-0.7,0,-3,-6,i,5,-1,7,22
Nc1nc(NCc2ccccc2)nc(Nc2cccc(F)c2)c1[N+](=O)[O-],0.1,-1.5,-1,-2,1,12,10,-13,24,37
C=CCn1c(-c2sccc2C)n[nH]c1=S,1.2,x,4,-19,4,i,5,-2,11,-11
O=C(CCNC(=O)N1CC(=O)Nc2ccccc21)NCc1ccc(F)cc1,-0.9,0.2,-2,-3,-4,-3.1,7,1,0,4
CSC[C@H]1CN(c2ccc(Br)cc2)C(=O)[C@@H]1CC(=O)Nc1ccc(Br)cc1,x,-0.1,2,x,x,-0.6,7,x,1,x

Some of these compounds in order of SMILES length, high to low.
SMILES,Mtb UGM inh,BioA inh,Mtb FBA inh,Rv3671c protease,SARS 3CLpro inh,BH1578 lux ind,MazF activator,SSB-PriA inh,GDH-TPI counter,VHR inh abs
CCOC(=O)N1CCN(C(=O)c2ccc3c(=O)n(Cc4ccc(Cl)cc4)c(=S)[nH]c3c2)CC1,4.2,-0.7,0,-3,-6,i,5,-1,7,22
CSC[C@H]1CN(c2ccc(Br)cc2)C(=O)[C@@H]1CC(=O)Nc1ccc(Br)cc1,x,-0.1,2,x,x,-0.6,7,x,1,x
Nc1nc(NCc2ccccc2)nc(Nc2cccc(F)c2)c1[N+](=O)[O-],0.1,-1.5,-1,-2,1,12,10,-13,24,37
CN(C)CCCN(C(=O)C1COc2ccccc2O1)c1nc2ccc(F)cc2s1 (configuration not stated),1.5,x,3,1,1,-0.5,7,-11,-10,11
Cc1ccc(S(=O)(=O)NC(=O)Nc2cc(C(C)(C)C)on2)cc1,1.2,0.6,2,4,1,-0.4,3,-2,4,24
C=CCN1C(=O)C(O)(CC(=O)c2ccco2)c2cc(Br)ccc21 (configuration not stated),-2.7,-1.6,4,4,5,-0.6,-6,9,-1,6
Cc1ccc(C(OCC(O)CNCc2ccc(F)cc2)c2ccccc2)cc1 (configuration not stated),-0.4,3.5,3,0,2,i,11,-3,6,14
CS(=O)(=O)N(CC(=O)NCc1ccco1)c1ccccc1Cl,-2.6,-1.8,1,5,-5,x,-5,-8,0,13
COc1ccc(OCC(=O)NNC(=O)CCc2ccccc2)cc1,1.8,0.0,0,7,2,-0.2,10,-21,8,12
Cc1ccc(C)c(OCC(O)CN2C(C)CCCC2C)c1 (configuration not stated),-0.4,-1.4,1,4,-6,-0.7,5,-18,0,-12
C=CCn1c(-c2sccc2C)n[nH]c1=S,1.2,x,4,-19,4,i,5,-2,11,-11

Following part.
SMILES,Mtb UGM inh,BioA inh,Mtb FBA inh,Rv3671c protease,SARS 3CLpro inh,BH1578 lux ind,MazF activator,SSB-PriA inh,GDH-TPI counter,VHR inh abs
CCCS(=O)(=O)N1CCc2ccc(NC(=O)c3ccccc3Cl)cc2C1,0.0,-0.7,-4,0,-5,0.7,9,-2,-2,14
CCC(=O)N1CCc2cc(S(=O)(=O)CCC(=O)NCc3cccs3)ccc21,-0.4,2.7,8,-4,0,6.2,0,-19,3,19
c1ccc(CCc2ccncc2)cc1,-2.1,-2.5,-3,8,3,-0.2,8,-6,-3,-12
CCCC1=NN2C(=N)/C(=C\c3cc(C)n(Cc4ccccc4)c3C)C(=O)N=C2S1,-3.5,-1.4,5,3,3,-0.6,-1,-5,17,44
Cc1cccc(CN2CCN(c3ccc(Cl)cc3)CC2)c1,1.6,x,2,-1,-2,i,-39,-16,8,34
O=[N+]([O-])c1ccc(COc2cccnc2)cc1,3.0,x,5,-4,3,i,3,3,-1,23

Bioassay records from PubChem.

This is a subset; the hit share may differ from the screen's.
